MazF activator = increases E. coli MazEF RNase cleavage of RNA | activation, % at 20 µM | 0.32% of 350,000 active | FAM/BHQ RNA-DNA oligo cleavage fluorescence, 5 h | AID 504720; in the data active = activation above about 50%
Target sequence (P0AE70 whole entry, looked up): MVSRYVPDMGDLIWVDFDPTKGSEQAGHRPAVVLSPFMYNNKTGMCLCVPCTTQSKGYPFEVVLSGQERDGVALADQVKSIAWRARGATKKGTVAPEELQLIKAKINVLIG
TcdB GH inh = blocks C. difficile toxin B glycohydrolase activity; P18177; TcdB glycohydrolase enzymatic assay, plate reader; inhibition, % at 9.99 µM; 0.24% of 350,000 active; in the data active = inhibition above about 10%
BH1578 lux ind = induces V. cholerae light production without autoinducers; V. cholerae BH1578 lux reporter, luminescence, 6 h; activation, % at 18.7 µM; 0.16% of 350,000 active; AID 588436; in the data active = activation mostly above about 9.7%, no sharp cut-off; also: not every result past the cut was called active; inactives centre near 0; reference of the scale not given here
SARS 3CLpro inh = SARS-CoV 3CLpro protease inhibition. recombinant SARS-CoV 3CLpro, quenched FRET peptide cleavage. 0.14% of 290,000 active. P0C6X7. inhibition, % at 6 µM. AID 1706; in the data active = inhibition above about 12%
Rv3671c inh = inhibitors of M. tuberculosis serine protease Rv3671c; inhibition, % at 5.96 µM; AID 2606; P9WHR9; 0.048% of 320,000 active; in the data active = inhibition above about 38%;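 also: extracellular domain of Rv3671c used as enzyme; 0% = enzyme with DMSO and 100% = no enzyme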
Target sequence (P9WHR9 whole entry, looked up, the tested form may be a part): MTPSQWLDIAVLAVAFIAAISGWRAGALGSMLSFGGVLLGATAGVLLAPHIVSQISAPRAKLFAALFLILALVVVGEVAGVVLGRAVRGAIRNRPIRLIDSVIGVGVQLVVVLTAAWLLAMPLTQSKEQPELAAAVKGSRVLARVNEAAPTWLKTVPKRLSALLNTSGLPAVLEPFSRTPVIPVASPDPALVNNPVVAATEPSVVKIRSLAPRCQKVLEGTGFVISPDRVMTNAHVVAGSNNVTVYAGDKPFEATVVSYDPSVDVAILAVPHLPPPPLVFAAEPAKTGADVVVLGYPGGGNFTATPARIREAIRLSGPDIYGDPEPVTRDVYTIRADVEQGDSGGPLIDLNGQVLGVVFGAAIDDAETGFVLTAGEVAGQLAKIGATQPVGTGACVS
PrPC surface inh = cell surface PrPC inhibition, primary TR-FRET screen; P04156; TR-FRET read-out; inhibition, % at 13.8 µM; 0.43% of 370,000 active; AID 720596; in the data active = inhibition above about 24%; also: 0% = median of the test wells and 100% = reference compound wells
SSB-PriA inh = K. pneumoniae PriA-SSBct interaction inhibition | AlphaScreen SSBct-PriA binding, biotinylated peptide | inhibition, % at 33 µM | 0.6% of 430,000 active; in the data active = inhibition mostly above about 37%, no sharp cut-off; inactive = mostly below about 20%;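 also: plate controls were negative control peptide for no effect and reference peptide for full effect; strong numbers were not always called active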
Y pestis TopoI = inhibitors of Yersinia pestis topoisomerase I; 0.064% of 360,000 active; AID 504884; activity, % at 10 µM; Y. pestis Topo-I cleavage product accumulation, plate reader; in the data active = activity above about 50%, passing the limit was not always enough; also: inactives centre near 2
DUSP3 inh = inhibitors of human VHR1 phosphatase (DUSP3); P51452; recombinant VHR phosphatase, pNPP absorbance; inhibition, % at 13.3 µM; 0.52% of 290,000 active; AID 1654; in the data active = inhibition above about 50%; also: some compounds called inactive have numbers as strong as hits
Target sequence (P51452 whole entry, looked up): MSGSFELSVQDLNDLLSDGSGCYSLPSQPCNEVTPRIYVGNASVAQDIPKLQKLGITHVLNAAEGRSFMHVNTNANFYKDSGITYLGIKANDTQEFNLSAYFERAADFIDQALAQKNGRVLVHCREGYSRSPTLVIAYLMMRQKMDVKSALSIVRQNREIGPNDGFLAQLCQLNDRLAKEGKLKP
CCHF vOTU inh = CCHFV vOTU protease inhibition | inhibition, % at 11.5 µM | Pep-AMC fluorescence | AID 651958 | 0.55% of 370,000 active; in the data active = inhibition above about 30%; also: 0% = vehicle wells with enzyme and 100% = no enzyme wells
* = called active by the depositor; i = inactive; nt = no result given; & = joins results of further samples. These rows are one share of the data; the hit share may differ from the screen's.

SMILES	MazF activator	TcdB GH inh	BH1578 lux ind	SARS 3CLpro inh	Rv3671c inh	PrPC surface inh	SSB-PriA inh	Y pestis TopoI	DUSP3 inh	CCHF vOTU inh
Cc1ccc(S(=O)(=O)NC(=O)NC(C)Cc2ccccc2)cc1 (stereo unspecified)	11	1.6	-0.9	0	-2	6	-17	-11	17	-16
O=C(NCc1ccco1)c1cc(S(=O)(=O)N2CCOCC2)c(Cl)cc1Cl	3	nt	i	-5	nt	2	3	-4	19	9
Cc1ccccc1-n1c(C)cc(/C=N/NC(=O)c2ccncc2)c1C	0	nt	i	2	2	-6	nt	0	-5	3
CCOc1cc(C#N)c(NC(=O)CSc2nnnn2-c2ccc(OC)cc2)cc1OCC	10	nt	-5.3	3	-14	6	-14	4	22	-5
C/C(N)=C(/C#N)C(=O)COC(=O)c1ccccc1Oc1ccccc1	-3	0.6	-0.3	-1	4	-4	-5	8	12	-9
O=C(CNC(=O)C12CC3CC(CC(C3)C1)C2)NCc1ccccc1	-4	1.2	-0.3	nt	-7	-1	-13	8	nt	-4
CCCN(CC(=O)Nc1ccccc1C)C(=O)c1ccc2c(c1)OCO2	7	-0.6	i	nt	-7	-3	-5	2	nt	-7
N#Cc1cc(-c2ccccc2)nnc1Oc1ccccc1	8	nt	1.0	-3	-6	-13	-5	-3	13	9
COC(=O)c1ccc(C2C(C(=O)c3ccco3)=C(O)C(=O)N2CC2CCCO2)cc1 (stereo unspecified)	-1	1.5	0.6	2	-5	0	2	3	-4	2
Cc1cc(C(=O)N2CCC2(C)C(=O)NS(=O)(=O)c2ccc(Cl)cc2)nn1C (stereo unspecified)	nt	0.8	i	nt	nt	11	nt	5	nt	14
CC(=O)NC1C(=O)N(C)c2ccc(Br)cc21 (stereo unspecified)	-2	nt	-0.3	-8	-8	-1	8	5	6	-14
CC1(c2ccccc2)NC(=O)N(CC(=O)N2CCN(S(=O)(=O)c3ccccc3[N+](=O)[O-])CC2)C1=O (stereo unspecified)	7	-0.2	-0.3	3	2	-4	0	-1	16	-1
CCOC(=O)c1c(C)[nH]c(C)c1C(=O)COC(=O)c1cc(OC)cc(OC)c1	11	1.4	-0.4	7	-7	-11	14	9	1	-3
NC(=O)CNC(=O)C1CCN(S(=O)(=O)c2ccc(-n3cnnn3)cc2)CC1	8	-1.3	-0.4	1	14	9	-2	1	18	-10
COc1ccccc1N1CCN(CCCOc2ccc(F)cc2)CC1	-1	nt	12	6	2	-10	-16	5	35	0
CN(CC(=O)N1CCCC1)S(=O)(=O)c1ccc(Cl)cc1	2	nt	-0.7	-4	-4	-5	-11	0	31	-1
CC(C)(C)C(=O)C(Cc1ccccc1)n1cncn1 (stereo unspecified)	-2	nt	i	5	3	6	-14	4	-2	11
CN(Cc1ccccc1)C(=O)Cn1nc(C(F)(F)F)c2c1CCC2	5	nt	i	6	5	0	-5	1	-7	1
S=C(NCC1CC1)N/N=C/c1ccccc1Cl	2	1.5	0.6	0	-3	0	i	7	14	-6
CCOC(=O)c1cc2sccc2n1CC(=O)c1ccc2c(c1)OCCO2	1	2.8	-0.4	1	-21	-6	-15	3	-8	-16
CCC(C(=O)Nc1ccc2c(c1)OCCO2)n1nnc2ccccc2c1=O (stereo unspecified)	2	1.2	i	0	-6	10	3	-1	4	6
O=C(CSc1ccc2nnc(-c3ccncc3)n2n1)Nc1ccc2c(c1)OCCO2	-11	1.9	-0.3	-2	-2	5	-6&-11	2	32	9
CN(Cc1ccccc1)S(=O)(=O)c1csc(C(N)=O)c1	1	-0.2	0.0	3	-3	-14	8	-9	-2	5
O=C(CCN1CCCO1)N1CCCC(N2CCN(c3cccc(C(F)(F)F)c3)CC2)C1 (stereo unspecified)	3	1.5	-2.9	-1	-13	2	-3	4	21	11
COc1ccc2[nH]c(=O)c(CN(C(=O)c3cccnc3)c3ccccc3C)cc2c1	5	1.1	-0.5	1	5	1	-5	8	-2	-8

(listing goes on)
SMILES	MazF activator	TcdB GH inh	BH1578 lux ind	SARS 3CLpro inh	Rv3671c inh	PrPC surface inh	SSB-PriA inh	Y pestis TopoI	DUSP3 inh	CCHF vOTU inh
Cc1nn(Cc2ccc(F)cc2Cl)c(C)c1[N+](=O)[O-]	2	-1.0	1.6	6	0	2	-14	1	17	2
Cc1ccc(Cn2ncc3c(N4CCN(c5ccccc5C)CC4)ncnc32)cc1	-3	nt	i	4	-6	-3	-20&-17	38	-1	0
CCCN1CCC(NC(=O)Cc2ccc(C)cc2)CC1	2	1.2	i	6	10	-5	-3	-10	22	-7
N/C(=N\OC(=O)COc1cc(Cl)c(Cl)cc1Cl)c1ccncc1	4	1.4	nt	8	6	-1	nt	nt	24	11
CC1(c2nnc(-c3ccccc3)o2)CC(c2cccnc2)=NO1 (stereo unspecified)	2	0.7	-1.2	nt	-10	4	9	6	-19	-8
COCCCNC(=O)CNC(=S)N(Cc1cc(OC)c(OC)c(OC)c1)C1CCCC1	10	nt	-0.2	-5	-6	4	4	4	12	6
CC(=O)Nc1ccc(S(=O)(=O)Nc2nc(C)nc3sc4c(c23)CCC4)cc1	-27	-1.2	3.0	5	-1	-5	-5	5	23	17
O=C(C[n+]1ccccc1)c1ccc(NC(=O)c2ccccc2)cc1	0	-0.4	i	0	-7	3	-12	-4	15	-1
CC(C)Nc1nc(Cl)nc(N(C#N)CN2C(=O)c3ccccc3S2(=O)=O)n1	-1	1.0	i	2	-14	3	-10	-3	16	9
Cc1ccc(C)c(NC(=S)N2CCC(C(=O)c3ccc(F)cc3)CC2)c1	4	-0.9	0.3	nt	nt	-4	nt	4	nt	-1
COc1ccc(N(CC(=O)N2CCCC(C)C2)S(=O)(=O)c2c(C)nn(C)c2C)cc1 (stereo unspecified)	8	2.6	i	0	-1	0	-15	12	5	-5
O=C(O)CC(NS(=O)(=O)c1cccc2nsnc12)c1ccc(F)cc1 (stereo unspecified)	2	0.2	nt	5	-1	-24	-4	3	22	8
CN(C)CCCNC1CS(=O)(=O)CC1O (stereo unspecified)	1	nt	i	-2	-4	-8	-3	-3	10	-4
Cc1ccc(S(=O)(=O)NNC(=O)CCC(=O)Nc2ccccc2Cl)cc1	-13	2.7	-0.1	1	nt	-1	-17	4	-6	2
COc1ccc(CCNC(=O)CN2CCN(c3cccc(C(F)(F)F)c3)CC2)cc1	-20	nt	-0.7	1	-6	-1	-11	2	12	19
CCOc1ccccc1NCN1C(=O)c2ccccc2C1=O	1	-1.1	-4.5	nt	nt	9	nt	-4	nt	-1
Cc1cc(=O)n(C)c(=O)n1CCCCCN1CCCC1	3	nt	i	-2	-5	5	-6	-3	21	10
CCN(CC)C(=O)CSc1ncnc2c(-c3cccs3)nsc12	-17	nt	i	-4	-35	0	-5	5	-16	-3
CN=c1scc(-c2ccco2)n1/N=C/c1ccc(O)c(O)c1	15	0.1	i	3	nt	-3	nt	-2	4	16
O=C(Cc1cccc2ccccc12)NC(NC(=S)Nc1ccccc1Cl)C(Cl)(Cl)Cl (stereo unspecified)	-8	nt	-0.2	3	-117	23	4	-9	-3	-3
CNc1cncc(-c2cccc(OC)c2F)n1	nt	-0.3	i	nt	nt	-2	nt	2	nt	-250
O=C(CCCN1C(=O)[C@H]2CC=CC[C@H]2C1=O)NCc1nc(-c2ccc(Cl)cc2)no1	3	0.5	-0.1	-1	-4	-4	-19	11	16	-4
CC1=CC(c2ccccc2)n2nc(N3C(=O)CCC3=O)nc2N1 (stereo unspecified)	8	nt	i	3	-5	-4	-16	6	0	-110
COc1ccccc1NC(=O)c1oc2ccc(C)cc2c1C	7	nt	-0.9	4	-5	2	-30	-5	-2	7
Cc1ccc(S(=O)(=O)N2CCCCC2)cc1C(=O)NCc1ccccn1	11	0.5	-3.3	1	-3	6	1	-6	26	-2

6 entries already listed, arranged by molar mass, ascending:
SMILES	MazF activator	TcdB GH inh	BH1578 lux ind	SARS 3CLpro inh	Rv3671c inh	PrPC surface inh	SSB-PriA inh	Y pestis TopoI	DUSP3 inh	CCHF vOTU inh
CN(C)CCCNC1CS(=O)(=O)CC1O (stereo unspecified)	1	nt	i	-2	-4	-8	-3	-3	10	-4
CCCN1CCC(NC(=O)Cc2ccc(C)cc2)CC1	2	1.2	i	6	10	-5	-3	-10	22	-7
CC1(c2nnc(-c3ccccc3)o2)CC(c2cccnc2)=NO1 (stereo unspecified)	2	0.7	-1.2	nt	-10	4	9	6	-19	-8
N/C(=N\OC(=O)COc1cc(Cl)c(Cl)cc1Cl)c1ccncc1	4	1.4	nt	8	6	-1	nt	nt	24	11
CC(=O)Nc1ccc(S(=O)(=O)Nc2nc(C)nc3sc4c(c23)CCC4)cc1	-27	-1.2	3.0	5	-1	-5	-5	5	23	17
O=C(Cc1cccc2ccccc12)NC(NC(=S)Nc1ccccc1Cl)C(Cl)(Cl)Cl (stereo unspecified)	-8	nt	-0.2	3	-117	23	4	-9	-3	-3

Next compounds follow.
SMILES	MazF activator	TcdB GH inh	BH1578 lux ind	SARS 3CLpro inh	Rv3671c inh	PrPC surface inh	SSB-PriA inh	Y pestis TopoI	DUSP3 inh	CCHF vOTU inh
O=C(C(=O)N1CCCC1)c1c(-c2ccccc2)[nH]c2ccccc12	5	0.4	i	4	4	3	3	3	-6	3
Cc1[nH]cnc1CSCCN	-9	nt	i	3	4	2	-6	-3	23	-1
COCCN1Cc2cc3cc(C)ccc3nc2SC1=Nc1ccc(OC)cc1	9	0.1	1.5	-1	-5	8	3	30	19	10
CC1(C)Cc2nc3sc4c(=O)[nH]cnc4c3cc2CS1	0	nt	i	-5	2	7	-4	-3	-8	12
Cc1cc(S(=O)(=O)NC2CCCCC2)ccc1OCC(=O)NCc1cccnc1	-4	2.0	-0.2	2	-4	2	2	5	33	7
O=C(NCc1cccc(Cl)c1)c1ccc(CS(=O)Cc2ccccc2Cl)o1 (stereo unspecified)	-2	-1.6	-0.2	5	4	0	-4	-5	-42	11
CSc1c(-c2ccccc2)nc2ccccc2c1C(=O)O	-7	nt	-0.4	2	6	3	-12	7	25	1
Cc1ccc(NC2=NCC(=O)N2Cc2cccs2)cc1C	-15	0.7	i	-4	1	2	-6	1	2	-5
COc1ccc([N+](=O)[O-])cc1NC(=O)N(C)Cc1ccco1	7	-1.0	-0.5	4	-13	-14	-8	3	15	-9
CCN1C/C(=C/c2cccs2)c2nc3ccccc3c(C(=O)O)c2C1	-34	0.9	i	-1	-6	0	11	0	1	2
CCCCCOc1ccc(Br)cc1CSC(=N)N	36	3.9	i	-2	nt	11	-171	-5	-9	0
CCN(C(=O)CN1C(=O)NC2(CCCC2)C1=O)c1nc2c(C)cccc2s1	1	0.3	-1.2	nt	nt	-24	nt	12	nt	8
O=c1cnnc(SCc2ccc([N+](=O)[O-])cc2)[nH]1	-10	-1.1	i	1	-4	-3	4&-6	-3	16	4
COC(=O)c1c(NC(=O)c2ccccc2N(C)S(=O)(=O)c2ccccc2)sc2c1CCCC2	-16	nt	0.1	-8	nt	-2	-13	19	-3	-3
c1cncc(CSc2ccc(-c3ccc4c(c3)OCO4)nn2)c1	1	0.4	-0.3	2	-4	14	-8	10	-9	7
CCc1cccc(NC(=O)C2CCCN2C(=O)Nc2ccc(C)cc2)c1 (stereo unspecified)	4	0.6	i	8	3	-5	-5	19	28	9
CCOC(=O)Cc1c(C)nc2c(-c3ccccc3)c(C)nn2c1C	7	nt	-6.2	3	1	3	-37	3	-18	9
COc1ccc(S(=O)(=O)NCCS(=O)(=O)N2CCN(c3ccccc3)CC2)cc1	-6	2.2	-1.2	nt	-4	-6	10	8	nt	-6
O=C(CSc1nnc(-c2ccc(C(F)(F)F)cn2)o1)Nc1ccccc1Cl	7	-1.4	0.6	3	10	4	-11	-8	13	-11
Cc1ccc(S(=O)(=O)N2CCN3CCCC3C2)cc1 (stereo unspecified)	9	-8.9	i	0	4	5	-16	2	22	2
Cc1[nH]c2ccccc2c1CCNCc1ccco1	10	1.3	i	-2	-7	-8	22&-8	-11	18	2
Cc1nc2c(c(=O)c3ccccc3n2C)c(=O)n1-c1ccc(F)cc1	-3	1.7	-0.3	0	10	8	-15	4	-9	-3
Cc1ccccc1OCC(=O)NCC(=O)OCC(=O)c1ccc2ccccc2c1	5	nt	nt	-3	-15	0	-9	-9	-3	1
COc1ccc(NC(=O)C(C)Sc2ccccc2)cc1 (stereo unspecified)	1	nt	-0.6	2	2	1	4	-4	8	3

Assay outcomes: PubChem BioAssay, several laboratories
